Source: PubChem BioAssay (several laboratories)
GlmU inhibition – inhibition of mycobacterial GlmU enzyme – biochemical, glucosamine-1-phosphate acetyltransferase (AID 1376); 0.25% of 220,000 active; M. tuberculosis GlmU acetyltransferase enzyme assay; higher % means a stronger effect; inhibition, %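 (tested at 30 µM in the primary screen)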, or IC50 in µM where a hit was titrated; in the data active = inhibition above about 13%; inconclusive = no clear call, values can overlap the other calls;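 also: 0% = complete reaction with vehicle and 100% = reaction without substrate; strong numbers were not always called active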
RmlCD inh 1536 – M. tuberculosis RmlC/RmlD coupled enzyme inhibitors, primary screen, biochemical, compound mixtures, 384-well, from 1536-well plates; dTDP-4-dehydrorhamnose reductase (Mycobacterium tuberculosis (strain ATCC 25618 / H37Rv)) …; RmlC+RmlD coupled enzyme assay, percent inhibition; primary screen in compound mixtures; inhibition, % at 3.6 µM; 0.03% of 160,000 active; AID 1533, 2009; in the data active = inhibition mostly above about 34%, no sharp cut-off; inconclusive = no clear call, values can overlap the other calls; inactive = mostly below about 22%; also: some results filed as inactive read as strong as hits
Target sequence (P9WH09 whole entry, looked up): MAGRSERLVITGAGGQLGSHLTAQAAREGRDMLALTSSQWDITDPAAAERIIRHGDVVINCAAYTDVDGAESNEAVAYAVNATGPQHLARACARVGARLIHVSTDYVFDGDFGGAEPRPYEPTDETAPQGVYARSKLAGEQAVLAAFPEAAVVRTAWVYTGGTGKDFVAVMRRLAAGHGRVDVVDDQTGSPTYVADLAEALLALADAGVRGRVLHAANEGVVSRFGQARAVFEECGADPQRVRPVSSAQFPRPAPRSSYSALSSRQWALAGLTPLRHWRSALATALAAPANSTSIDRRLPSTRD
Target sequence (P9WH11 whole entry, looked up): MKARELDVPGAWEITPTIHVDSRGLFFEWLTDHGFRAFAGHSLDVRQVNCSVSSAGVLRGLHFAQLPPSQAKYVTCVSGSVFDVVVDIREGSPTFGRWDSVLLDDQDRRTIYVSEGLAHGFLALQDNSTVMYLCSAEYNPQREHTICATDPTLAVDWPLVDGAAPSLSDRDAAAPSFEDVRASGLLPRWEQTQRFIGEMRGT
Active calls of the source: *; ? = inconclusive; / = no result given. The list is partial; rates above refer to the full screens.

SMILES | GlmU inhibition | RmlCD inh 1536
CCOc1cc2[nH]c(=S)n(CCC(=O)NCc3ccco3)c(=O)c2cc1OCC | 4.4% | -3
CCc1nnc(NC(=O)c2ccc(Cl)nc2)s1 | -3.5% | ?
Cc1ccc(NS(=O)(=O)c2ccc(C3CCCCC3)cc2)cc1 | -5.9% | 26
COc1ccc(CCNC(=O)CCCCCn2c(SCC(N)=O)nc3cc4c(cc3c2=O)OCO4)cc1OC | 7.2% | -3
O=C1NC2(CCCCCCC2)C(=O)N1Cc1ccc(F)cc1 | / | -8
O=C(c1ccc(Cl)c(Cl)c1)N1CCC(=O)N(C(COCc2cccc(C(F)(F)F)c2)Cc2ccccc2)CC1 (configuration not stated) | -2.2% | /
COC(=O)c1ccccc1NC(=O)CSc1nncn1C | -0.8% | -3
CCN(CC)S(=O)(=O)c1ccc(-c2nnc(SCC(=O)Nc3cc(OC)cc(OC)c3)o2)cc1 | 2.1% | /
O=[N+]([O-])c1ccc(SCCc2ccccn2)cc1 | 3.4% | 3
CC(NC(=O)c1ccc(C23CC4CC(CC(C4)C2)C3)cc1)C(=O)O (configuration not stated) | 7.3% | -12
CC1CCCN(C(C(=O)NC2CCCCC2)c2cc3c(cc2[N+](=O)[O-])OCO3)C1 (configuration not stated) | 8.3% | 3
CC1CCN(c2nncc3ccccc23)CC1 | 31%* | 7
COCCNC(=O)CCCn1c(=O)c2cc(OC)c(OC)cc2n(CC(=O)Nc2ccc(F)cc2)c1=O | -3.0% | 7
CCN(CC)S(=O)(=O)c1cccc(NC(=O)COC(=O)CCC(=O)c2cccs2)c1 | -3.5% | 10
CCN1CC(c2ccccc2)C(c2ccc(Cl)cc2)=N1 (configuration not stated) | 1.7% | -5
Cc1ccnn1Cc1cc(C(=O)O)c2ccccc2n1 | -4.2% | 7
Cc1ccc(CNC(=O)C2CC(c3cccc([N+](=O)[O-])c3)=NO2)o1 (configuration not stated) | -5.1% | 38
O=C(N/N=C/c1cc([N+](=O)[O-])ccc1O)c1ccncc1 | 1.0% | 4
CC(=O)c1sc(NC(=O)C=C(C)C)nc1C | / | 5
O=C(Cc1ccc(Br)cc1)Nc1ccc(Cl)cc1 | 1.2% | /
CCCCOC(=O)CSc1nnc(-c2cc(OC)c(OC)c(OC)c2)o1 | 0.1% | 9
Cn1c(=O)[nH]c(=O)c2c1nc(N1CCCC1)n2CCCSc1nnnn1-c1ccccc1 | -2.1% | -4
C[C@@H]1CC=C[C@H]2[C@H]1C(=O)N(Cc1ccccc1)[C@H]2c1ccc(-c2ccc(N(C)C)cc2)cc1F | 5.4% | /
O=C(Nc1cc(F)cc(F)c1)c1ccc(NCCc2ccccc2)c([N+](=O)[O-])c1 | 4.0% | -3
COc1ccccc1C(=O)Oc1ccc2c(c1)O/C(=C\c1ccncc1)C2=O | -0.1% | -6
COC(=O)c1ccc2nc(NC(=O)C(C)C)sc2c1 | 3.2% | 6
CCOc1ccc(C(=O)N/N=C/c2c(C)[nH]c(=O)[nH]c2=O)cc1 | -0.9% | -2
CC(C)C(=O)NC(=S)Nc1ccccc1N1CCN(C(=O)c2ccccc2)CC1 | -1.2% | -7
CN(C)c1ccc(NC(=O)C(=O)C2C(=O)Nc3ccccc32)cc1 (configuration not stated) | -3.4% | -9
Cc1cc(N/N=C/c2ccccc2O)nc(-c2ccccc2O)n1 | -1.3% | -7
Cc1cc(Br)c(NC(=O)c2c(-c3c(Cl)cccc3Cl)noc2C)c(Br)c1 | 1.6% | 1
CN1/C(=C\C=C2/SC(=S)NC2=O)C(C)(C)c2ccccc21 | 2.3% | -10
Cc1c(NC(=O)Cc2cccs2)cccc1[N+](=O)[O-] | -3.2% | -10
CC(C)Oc1c(N2CCOCC2)c(=O)c1=O | -1.4% | 4
Cc1cc(OCC(=O)NCCN2CCOCC2)ccc1Br | 0.5% | 4
O=S(=O)(Nc1nc2ccccc2nc1NCc1ccco1)c1ccccc1 | 6.5% | /
CCOC(=O)c1c(NC(=O)c2ccc(Br)o2)sc(C)c1CC | -0.7% | -10
COc1cc(OC)c(C(=O)Nc2ccc(N(C)C)cc2)cc1OC | -5.7% | 3
COCCCNc1nc2ccccc2nc1NS(=O)(=O)c1ccc(C)c(C)c1 | 2.9% | /
CC(=O)N[C@@H](Cc1c[nH]c2ccccc12)C(=O)OCC(=O)NCc1ccc2c(c1)OCO2 | 3.1% | -6

Copied from the list.
`CC(C)C(=O)NC(=S)Nc1ccccc1N1CCN(C(=O)c2ccccc2)CC1` – GlmU inhibition: -1.2%
`Cc1cc(Br)c(NC(=O)c2c(-c3c(Cl)cccc3Cl)noc2C)c(Br)c1` – GlmU inhibition: 1.6%
`Cc1cc(N/N=C/c2ccccc2O)nc(-c2ccccc2O)n1` – GlmU inhibition: -1.3%

The results go on:
SMILES | GlmU inhibition | RmlCD inh 1536
O=C(CCN1C(=O)/C(=C/c2ccccc2)SC1=S)NNC(=O)c1cccnc1 | 5.5% | 10
CCCOc1ccc(Oc2cc(C)nc(SC)n2)nn1 | -1.2% | /
O=C(NCCC1=CCCCC1)C1CCN(S(=O)(=O)c2cccc3cccnc23)CC1 | 0.8% | 5
COc1ccccc1N1C(=O)C(Cl)=C(Nc2ccccc2O)C1=O | 91µM* | -12
S=C(NCc1ccco1)N1CCOCC1 | 5.1% | 5
O=C1NC(=O)N(c2ccc3c(c2)OCO3)C(=O)/C1=C\c1ccsc1 | -0.2% | 24
C=CCn1c(O)c(N=NC(=S)Nc2ccccc2F)c2ccccc21 | -6.2% | -8
O=C(O)c1csc(Br)c1Br | 1.4% | 5
C/C(=N\NS(=O)(=O)c1ccc(Br)cc1)c1cccs1 | 2.0% | /
Cc1ccc(NC(=O)NCc2ccc3c(c2)OCO3)cc1 | 3.2% | 8
COc1cc(C2C(C#N)=C(N)Oc3c2oc(CO)cc3=O)ccc1OC(C)C (configuration not stated) | 9.5% | /
CCO/N=C(/C)c1c(O)c(C)c(-c2ccccc2)n(-c2ccccc2)c1=O | 1.6% | /
Cc1nn(-c2ccccc2)c(Cl)c1C1C(C#N)=C(N)OC2=C1C(=O)CC(C)(C)C2 (configuration not stated) | 2.5% | -6
CCOC(=O)N1CCN(CC(=O)Nc2sccc2C#N)CC1 | -1.0% | 1
Cc1ccc(-n2c(SCC(=O)N3CCOCC3)nnc2-c2cccnc2)cc1 | 8.3% | /
CNCc1nc2ccccc2[nH]1 | 2.1% | 6
O=C1c2ccccc2NC(c2cccc(O)c2)N1NS(=O)(=O)c1ccccc1 (configuration not stated) | 1.6% | 7
CCC(C)C(=O)Nc1nnc(-c2cccs2)s1 (configuration not stated) | 4.5% | -1
CN1/C(=C\C(=O)C[n+]2ccc(C(=O)c3ccccc3)cc2)C(C)(C)c2ccccc21 | -7.1% | /
CCC(OC(=O)C1=Cc2ccccc2OC1)C(=O)NCc1ccco1 (configuration not stated) | 2.1% | 2

The closing 3 entries of the section above lead into the next:
SMILES | GlmU inhibition | RmlCD inh 1536
CCC(C)C(=O)Nc1nnc(-c2cccs2)s1 (configuration not stated) | 4.5% | -1
CN1/C(=C\C(=O)C[n+]2ccc(C(=O)c3ccccc3)cc2)C(C)(C)c2ccccc21 | -7.1% | /
CCC(OC(=O)C1=Cc2ccccc2OC1)C(=O)NCc1ccco1 (configuration not stated) | 2.1% | 2
C=C(c1ccccc1)P(=O)(O)O | -3.5% | 9
N#CCCn1ccc(NC(=O)c2ccc(Cl)cc2)n1 | -2.6% | /
Cc1sc2nc(SCC(=O)N3CCCC3)[nH]c(=O)c2c1C | 7.1% | -7
CCc1nn2cc(C(=O)c3ccccc3O)cnc2c1-c1ccc(F)cc1 | -6.0% | 4
Clc1ccc(-c2cc(COc3ccccc3)no2)cc1Cl | / | -4
COc1ccc(-c2cc3ccccc3n2CC(O)CN2CCN(CCO)CC2)cc1 (configuration not stated) | -3.3% | /
Cc1cc(=O)c2ccccc2n1CC(=O)NCc1ccccc1 | 2.6% | -11
COc1cccc(-c2nc(CS(=O)(=O)CC(=O)NCc3ccc(Cl)cc3)c(C)o2)c1 | -0.8% | 5
O=C(CN1C(=O)CCC1=O)Nc1cccc(NC(=O)CN2C(=O)CCC2=O)c1 | -4.3% | 4
C/C(=N\Nc1ccc(Cl)c(C(=O)O)c1)c1cccs1 | 6.8% | /
Cc1cc([N+](=O)[O-])ccc1NC(=S)NC(=O)C(c1ccccc1)c1ccccc1 | 7.8% | /
COc1cc(/C=N/NC(=O)Cc2nnc(N)s2)cc(OC)c1OC | -2.7% | 12
Cn1c2ccccc2c2c(C(=O)N3CCN(c4ccccn4)CC3)cn(C3CCCC3)c(=O)c21 | 3.0% | 2
CCOC(=O)c1c(NC(=O)OC)sc(C(=O)N(CC)CC)c1C | -2.6% | 5
CC(C)=CCN1CCN(Cc2nc(-c3ccccc3)cs2)CC1CCO (configuration not stated) | 1.1% | 3
COc1ccc(C(=O)CSc2n[nH]c(=O)n2Cc2ccco2)cc1 | 2.4% | 25
Cc1ccccc1OCCNc1ccc(C(F)(F)F)cc1[N+](=O)[O-] | 5.1% | 9
NC(=O)CSc1nnc(-c2cccnc2)n1CCc1ccccc1 | 0.1% | /
Cc1cc(Cl)c(S(=O)(=O)Nc2ccc3c(c2)OCO3)cc1OCC(N)=O | 3.3% | /
Cc1cc(C)c2[nH]c(=O)c(CN(CC3CCCO3)C(=O)c3cnccn3)cc2c1 (configuration not stated) | 6.0% | -5
O=C1CC(N2CCN(c3ccccn3)CC2)C(=O)N1CC(c1ccccc1)c1ccccc1 (configuration not stated) | -0.2% | /
CCn1cc(C(=O)N(CCCN2CCOCC2)Cc2ccco2)c(=O)c2ccc(C)nc21 | 1.9% | -7
CCN(C(=S)NCCOC)c1cccc2ccccc12 | -1.2% | /
COc1ccc(CNCc2cc3c(C(C)(C)C)nn(-c4ccccc4)c3[nH]c2=O)cc1 | -1.6% | /
CCOC(=O)c1ccc(NC(=O)CSc2nnc(CNC(=O)c3ccccc3F)o2)cc1 | 1.5% | /
CCC(C)(C(=O)NC1CCCC1)N(Cc1cccs1)C(=O)Cc1cccs1 (configuration not stated) | 0.0% | /
O=C(N/N=C/c1ccncc1)c1nn(Cc2ccccc2)c(=O)c2ccccc12 | 1.7% | -12
O=C(CSc1nnc2ccccn12)NNC(=O)c1ccc(F)cc1 | -5.8% | 8
CCOc1ccc(-c2cc(C(=O)NCC3CCCO3)c3ccccc3n2)cc1 (configuration not stated) | -6.7% | 3
O=C(Nc1ccc2nsnc2c1)c1cccs1 | 1.7% | -17
CN1CCC(C2(O)c3ccccc3CCc3ccccc32)CC1 | 1.6% | /
O=C1OCCC1Sc1nnc(-c2ccccc2Cl)n1Cc1ccccc1 (configuration not stated) | -1.0% | -12
CCCc1ccc(-c2cc(NC(=O)CSc3nnc(N)s3)n(-c3ccccc3)n2)cc1 | 0.4% | -1
O=C(NCCCN1CCOCC1)c1ccc(CSc2ccc(Cl)cc2)cc1 | -3.7% | -26
CCOC(=O)N1CCN(C(=O)c2ccc3c(=O)n(-c4cc(OC)ccc4OC)c(=S)[nH]c3c2)CC1 | 2.9% | 2
O=S(=O)(NCc1cn2ccsc2n1)c1ccc2c(c1)OCCO2 | -0.6% | /
Cc1csc(SCC(=O)N2CCN(S(=O)(=O)c3ccccc3)CC2)n1 | -0.2% | -6
O=S(=O)(Cc1cnc(Cl)s1)c1ccccc1 | 2.3% | -6
N#Cc1ccc(OCC(=O)N/N=C2\CCc3ccccc32)cc1 | -0.5% | -5
COc1ccc(C2(C(N)=O)CCCCC2)cc1OC | 2.3% | /

One compound at a time, from the list above. Values in the order: GlmU inhibition | RmlCD inh 1536
`O=S(=O)(Cc1cnc(Cl)s1)c1ccccc1` across the screens: 2.3% | -6
`O=C(NCCCN1CCOCC1)c1ccc(CSc2ccc(Cl)cc2)cc1` across the screens: -3.7% | -26
`CCC(C)(C(=O)NC1CCCC1)N(Cc1cccs1)C(=O)Cc1cccs1` (configuration not stated) across the screens: 0.0% | /
`CCCc1ccc(-c2cc(NC(=O)CSc3nnc(N)s3)n(-c3ccccc3)n2)cc1` across the screens: 0.4% | -1

2 entries from above, set out differently:
CCOC(=O)c1ccc(NC(=O)CSc2nnc(CNC(=O)c3ccccc3F)o2)cc1
  GlmU inhibition = 1.5%
  RmlCD inh 1536 = /

N#Cc1ccc(OCC(=O)N/N=C2\CCc3ccccc32)cc1
  GlmU inhibition = -0.5%
  RmlCD inh 1536 = -5

Next records.
SMILES | GlmU inhibition | RmlCD inh 1536
O=C(c1ccc(COc2ccccc2Br)cc1)N1CCCCC1 | -0.5% | /
O=c1cc(O)c2sc3nc(-c4cccnc4)cc(C(F)(F)F)c3c2[nH]1 | 10% | -11
COc1ccc(N2CCN(C(=O)c3cn(C4CCCC4)c(=O)c4c3c3ccccc3n4C)CC2)cc1 | / | 18
NC(CC(=O)O)c1ccc(F)cc1 (configuration not stated) | -3.6% | 10
Cc1cc(C(=O)CSc2nnc(-c3ccccc3)n2C)c(C)n1C | -2.2% | /
COc1ccc(C(=O)NCC(C)(C)SCc2c(C)cc(C)cc2C)cc1 | 3.0% | 13
C#CCNC(=O)C1=C[C@@H](C)C[C@@H](OCc2ccc(CO)cc2)O1 | 0.8% | /
CCn1ncc(CN2CCCC(CNC(=O)c3ccc(F)cc3)C2)c1C (configuration not stated) | 4.8% | 39
CCOC(=O)c1c(C)[nH]c(C(=O)Cn2nnc(-c3ccccc3Cl)n2)c1C | -0.2% | /
C=CCn1c(O)c(/C=N/NC(=O)CCCC)c(=O)[nH]c1=S | -2.5% | -10
C=CC(=O)NN(C)c1ncc(C(F)(F)F)cc1Cl | -8.5% | -1
COc1ccc(/C=N/NC(=O)c2cc(C34CC5CC(CC(C5)C3)C4)[nH]n2)cc1O | 1.5% | /
CCN(CC)C(=O)c1cn(-c2ccccc2)nc1-c1ccc2c(c1)OCCO2 | 2.1% | -10
OC(Cn1cccn1)c1ccccc1 (configuration not stated) | -1.9% | 3
